Source: PubChem BioAssay
hgDAF12 agonist = agonists of H. glycines DAF-12 nuclear receptor; activation, % at 6.8 µM; actives 1.8% (n = 370,000); AID 687014; HEK293 GAL4-hgDAF12 UAS-luciferase reporter, agonist luminescence; normalized to butyrate control;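 active means activation above a cutoff set at the mean of all screened compounds plus 3 SD, cut at about 10% in these data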;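 further: 0% = DMSO wells and 100% = sodium butyrate wells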
GAA850 FXN act = activators of GAA850 frataxin (FXN) promoter; activation, % at 6 µM; AID 540364; HEK293 lucGAA850 FXN promoter luciferase reporter, 24 h; percent of 10 µM SAHA response; actives 0.56% (n = 360,000);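 active means activation above the average of all compounds screened plus 3 SD, cutoff fixed separately per campaign, cut at about 7.5% in these data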;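 further: 0% = DMSO wells and 100% = 10 µM SAHA wells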
NPR1 activator = GC-A (human) enzyme activation; P16066; HEK293 GC-A cells, cGMP TR-FRET, EC30 ANP; 0% at EC30 ANP, 100% saturating ANP; activation, % at 10 µM; actives 0.14% (n = 370,000); in the data active means activation above about 40%
sPLA2-III inh = Inhibits HGIII-sPLA2 liposome hydrolysis, primary screen. actives 0.56% (n = 370,000). AID 743126. QFRET BODIPY PC-A2 liposome hydrolysis, fluorescence. Q9NZ20. inhibition, % at 12.2 µM;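 active means inhibition above mean plus 3 SD of compounds lying within the high and low control bounds, cut at about 19% in these data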;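 further: 0% = median of test compound wells and 100% = no enzyme DMSO wells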
DAX1 inh-1 = inhibits human nuclear receptor DAX1. actives 0.99% (n = 340,000). HEK293 Gal4-DAX1 luciferase reporter, luminescence. inhibition, % at 6.75 µM. P51843. AID 504766;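 active means inhibition above the mean over all tested compounds plus 3 SD, cut at about 4.2% in these data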;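 further: 0% = DAX1-transfected cells with DMSO and 100% = empty-vector control cells with DMSO; inhibition shows as a rise in luminescence from relieved DAX1 repression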
Target sequence (P51843 207-470 limits assumed): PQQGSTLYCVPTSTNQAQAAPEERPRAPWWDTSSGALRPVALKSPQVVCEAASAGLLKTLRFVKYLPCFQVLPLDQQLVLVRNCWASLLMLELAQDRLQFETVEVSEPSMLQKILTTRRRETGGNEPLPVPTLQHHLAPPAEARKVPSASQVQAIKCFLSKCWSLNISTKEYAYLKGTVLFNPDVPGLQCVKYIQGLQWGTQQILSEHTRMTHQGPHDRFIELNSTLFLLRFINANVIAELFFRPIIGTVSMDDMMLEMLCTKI
DAX1 inh-2 = inhibitors of DAX1 repression of SF-1 activated StAR promoter; HEK293T StAR-luciferase reporter, SF-1/DAX-1 repression relief; inhibition, % at 6.8 µM; actives 1.1% (n = 370,000); AID 652010;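 active means inhibition above the mean over all tested compounds plus 3 SD, cut at about 3.6% in these data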;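 further: 0% = DAX-1 cells with DMSO and 100% = cells lacking DAX-1 with DMSO; higher inhibition means more luminescence from relief of DAX-1 repression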
ADAM10 inh = inhibitors of human ADAM10. recombinant ADAM10, EDANS/DABCYL FRET peptide cleavage, 3 h. actives 0.62% (n = 370,000). inhibition, % at 7 µM;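 active means inhibition above a per-campaign cutoff equal to the mean of compounds falling between control-based bounds plus 3 SD, cut at about 20% in these data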;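 further: 0% = DMSO wells while the 100% control is not disclosed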
Target sequence (O14672 214-748 limits assumed): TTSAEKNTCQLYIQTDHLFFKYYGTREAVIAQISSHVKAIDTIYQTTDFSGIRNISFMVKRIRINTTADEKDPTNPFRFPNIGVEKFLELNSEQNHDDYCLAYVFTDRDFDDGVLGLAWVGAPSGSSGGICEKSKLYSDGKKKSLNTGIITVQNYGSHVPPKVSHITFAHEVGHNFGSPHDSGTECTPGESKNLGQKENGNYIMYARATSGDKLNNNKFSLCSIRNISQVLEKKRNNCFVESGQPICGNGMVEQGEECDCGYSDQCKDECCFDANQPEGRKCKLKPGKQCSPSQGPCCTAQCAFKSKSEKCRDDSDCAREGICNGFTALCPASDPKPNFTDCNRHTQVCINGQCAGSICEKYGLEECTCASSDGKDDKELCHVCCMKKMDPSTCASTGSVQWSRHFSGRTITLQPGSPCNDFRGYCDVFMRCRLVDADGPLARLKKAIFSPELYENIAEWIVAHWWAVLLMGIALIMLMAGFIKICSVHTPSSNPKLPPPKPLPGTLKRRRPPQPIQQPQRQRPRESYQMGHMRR
hcDAF-12 act = H. contortus DAF-12 activation, primary screen; HEK293 hcDAF-12 lit1-tk-luc reporter, luminescence; 0% DMSO, 100% Δ7-dafachronic acid; activation, % at 6.8 µM; actives 1.4% (n = 370,000);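 active means activation above the mean of all tested compounds plus 3 SD, cut at about 5.5% in these data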;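 further: 100% = response to 3 µM Δ7-dafachronic acid high control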
SMARCA2 act = SMARCA2 function activation, primary screen; MG213 cells, MMTV-luciferase reporter, dexamethasone, overnight; actives 1% (n = 370,000); activation, % at 9.1 µM; in the data active means activation above about 7.8%;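 further: 0% = vehicle wells and 100% = reference activator wells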
NPR2 activator = GC-B (human) receptor activation; P20594; HEK293-GC-B cells, CNP EC30, cGMP TR-FRET; 0% at EC30 CNP, 100% saturating CNP; activation, % at 10 µM; actives 0.11% (n = 370,000); AID 1920062;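 active means activation at 10 µM reaching about 35% in either raw or pattern-adjusted values, limit read from the data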
ssDAF-12 act = activators of S. stercoralis DAF-12 nuclear receptor | HEK293 ssDAF-12/GRIP1 lit1-tk-luc reporter, luminescence; % of 3 µM dafachronic acid response | actives 1% (n = 370,000) | AID 652126 | activation, % at 6.8 µM;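 active means activation above the mean over all tested compounds plus 3 SD, cut at about 0.9% in these data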;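 further: 0% = DMSO-only wells and 100% = 3 µM delta7-dafachronic acid wells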
Starred values were filed as active, the others as inactive; · = not tested or not shown; & = joins results of further samples.

SMILES	hgDAF12 agonist	GAA850 FXN act	NPR1 activator	sPLA2-III inh	DAX1 inh-1	DAX1 inh-2	ADAM10 inh	hcDAF-12 act	SMARCA2 act	NPR2 activator	ssDAF-12 act
O=C(NC(Nc1nc2ccccc2s1)(C(F)(F)F)C(F)(F)F)c1ccccc1	7.2	3.3	4	-1	-0.8	1.7	-1	1.1	-2	9	0.4
COc1ccccc1NS(=O)(=O)c1cc(NC(=O)CCNC(C)=O)ccc1C	1.3	0.2	0	-1	-0.7	-0.5	5	-1.1	-1	-1	-1.4
Cc1onc(-c2ccccc2)c1CNS(=O)(=O)c1cccc(Br)c1	-1.4	1.3	0	-4	-0.3	-0.3	7	-0.8	-5	0	-1.5
COc1ccc(CN(C)C(=O)c2cccc(NC(=O)CC3SC(N4CCCCC4)=NC3=O)c2)c(OC)c1 (centres undefined)	-13	-6.3	-1	-19	-5.9	-10	-3	-5.4	-5	9	-2.4
COc1cc(C(=O)NC2CCCCN(Cc3cccc(Cl)c3)C2=O)cc(OC)c1OC (centres undefined)	1.2	·	0	2	·	-0.6	-2	-3.6	-2	-3	-1.6
COC(=O)c1[nH]c2cc(C)ccc2c1NC(=O)CN1CCN(c2ccccc2OC)CC1	-3.1	-2.6	3	-19	-0.9	-0.6	-14	1.2	-2	-2	-0.1
CC(C)c1ccc(NC2CCCN(C(=O)c3ccoc3)C2)cc1 (centres undefined)	0.1	3.4	-3	11	0.0	-0.3	3	-0.7	0	0	-0.9
CCN(CC(=O)NCc1ccc(F)cc1)C(=O)C1CCN(S(=O)(=O)c2ccc(C(C)C)cc2)CC1	-0.6	-3.2	0	-13	-0.2	-1.1	-1	-1.4	2	2	-1.5
COc1ccc(CN2CCN(Cc3cc(=O)oc4cc(C)ccc34)CC2)c(OC)c1OC	-3.2	-1.4	-35	-16	-1.6	-0.3	-7	-2.6	-1	-10	-0.9
COC(=O)Cc1cc(=O)[nH]c(/N=C(\N)Nc2cccc(C)c2)n1	0.3	0.6	-3	-51	2.2	-0.3	-7	1.1	1	-1	-1.3
COc1cc(C#N)c(NS(=O)(=O)c2ccc3[nH]c(=O)sc3c2)cc1OC	3.0	0.9	0	-8	0.7	0.1	-6	-1.4	-3	2	-0.6
Cc1ccc(CNC(=S)NCc2ccncc2)cc1	-0.3	-0.3	-1	8	-1.3	-1.2	-3	-0.3	-5	0	-1.6
COc1ccc(OC)c(-c2cc(C(=O)N3CCCc4ccccc43)no2)c1	-2.9	2.7	3	-21	-1.7	-1.0	6	-1.6	-4	-4	-1.8
O=C(O)CCN1CCc2ccccc2C1c1ccncc1 (centres undefined)	2.0	2.9	-4	8	0.5	-0.2	-37	-3.1	-3	-3	-0.7
COc1ccc(C(=O)Nc2nnc(SCC(=O)NCC3CCCO3)s2)cc1OC (centres undefined)	3.1	0.1	0	1	-0.5	1.3	-12	-1.0	0	2	-0.9
CC(C)c1ccc(NC(=O)C2CCN(C(=O)[C@@H]3Cc4ccccc4CN3)CC2)cc1	4.7	2.9	0	-13	-0.6	0.1	5	1.0	2	3	-0.4
C=CCc1ccccc1Oc1cc(F)nc(N)n1	-0.3	4.3	-1	5	1.8	0.4	-5	-1.5	-2	-13	-0.9
COC(=O)[C@H](CC(C)C)NC(=O)/C=C/[C@H]1O[C@@H](n2cc(C)c(=O)[nH]c2=O)C[C@@H]1O	-0.3	·	2	8	·	-0.9	-18	-1.0	-4	-4	-1.2
Cc1cc(Br)ccc1OCC(=O)N1CCCCCC1	1.9	-1.2	-3	-4	2.2	-0.6	-1	0.0	-1	-2	-1.1
O=C(CN1CCCCC1)N/N=C/c1ccccc1OCc1ccccc1	-1.5	2.2	-1	-3	0.2	-0.4	8	1.0	1	4	-0.9
CC1CN(C)C(C)C/C1=N\Oc1ccc([N+](=O)[O-])cc1 (centres undefined)	0.9	-1.1	9	0	-0.4	-0.7	10	-2.5	-2	-1	-1.9
Cc1nn(CC(=O)NC2CCCC2)c(C)c1[N+](=O)[O-]	0.0	0.6	6	7	1.6	0.1	-12	-0.6	-1	4	-0.8
O=C(COc1cccc(Oc2ccccc2)c1)Nc1ccc(SC(F)F)cc1	0.1	1.1	-2	-23	-1.2	0.2	18	0.0	-1	3	-1.9
CC(C)N1CC(C(=O)Nc2ccccc2)CC1=O (centres undefined)	-0.9	-1.9	7	4	-0.2	0.3	-5	1.0	0	3	-1.1
Nc1ccn(CCCNC2CCN(Cc3ccccc3)CC2)c(=O)n1	1.3	-0.9	-2	4	0.4	0.1	-8	0.5	6	2	-0.6
Cc1noc(C)c1CSc1ccccc1C(=O)OC(C)C(N)=O (centres undefined)	-0.1	1.8	1	0	0.6	-0.3	-3	1.8	1	4	-1.1
CNCC(O)c1ccc(OC(=O)C(C)(C)C)c(OC(=O)C(C)(C)C)c1 (centres undefined)	-1.7	2.7	-2	-3	0.7	3.2	-8	-5.0	1	1	-1.2
Cc1ccc(Cl)cc1N(CC(=O)NC1CCCCC1)S(C)(=O)=O	-1.8	-0.7	-5	6	-0.8	0.1	1	-0.9	-3	-4	-0.8
CN1CCN(c2ccccc2NC(=O)c2ccc(N3CCCCC3)c([N+](=O)[O-])c2)CC1	3.6	-1.9	2	-8	-0.3	-1.5	2	-1.2	1	-6	-1.9
Cc1c(C(=O)NCc2cccnc2)oc2c1C(=O)CC(C)(C)C2	0.7	-0.4	1	1	1.1	-0.5	2	-1.3	-1	-3	-1.8
O=C(Nc1ccccc1)N1CCN(c2nc3ccccc3s2)CC1	-2.4	-2.1	3	3	-1.2	-1.1	2	-1.6	-1	1	-2.3
COc1cc(OC)cc(C(=O)NC(C(=O)N2CCc3ccccc3C2)C(C)C)c1 (centres undefined)	0.4	-1.4	-4	-1	-1.2	-0.1	2	1.1	0	-1	-0.6
COc1ccc(OC)c(Cc2nnc(CCC(=O)NC3CCCCCCC3)o2)c1	6.6	5.2	-5	4	2.0	2.0	3	2.1	6	6	-1.4
Cc1nc(N(C)C)c2sc(=S)n(Cc3ccccc3)c2n1	-3.1	2.8	-5	-2	1.4	0.7	8	-1.1	8.8*	4	-0.9
O=C(O)Cc1nn(Cc2ccc(Cl)cc2)c(=O)c2ccccc12	4.8	1.2	0	0	9.0*	-0.6	1	0.3	0	-1	-1.0
Cc1cc(C(=O)N2CCN(c3ccc([N+](=O)[O-])cc3)CC2)n[nH]1	1.7	-1.4	0	6	0.6	-3.3	-5	-2.7	-2	0	-1.3
COc1ccc(OCC2CCNCC2)cc1	4.1	2.8	0	-2	4.5*	0.2	2	1.4	-1	2	0.2
c1nc(C2CCCCC2)cc2cc3c(cc12)OCO3	6.1	2.5	3	-1	1.1	1.8	-12	-0.5	2	-1	-1.0
Cc1cc(C)c(NC(=O)CN2CCN3CCCC3C2)c(C)c1 (centres undefined)	-0.7&1.8	0.0&-0.5	-1&1	11&6	0.8&0.6	-1.2&0.1	-9&-6	-1.2&-0.2	-5&-2	4&3	-1.4&-1.5
COc1ccc(-c2onc(C)c2-c2cscn2)c(O)c1	0.7	-0.7	-2	-12	1.3	-0.6	1	-0.1	1	5	-1.4
Fc1ccc2cnc(-c3ccccc3)c(-c3cc(C(F)(F)F)cc(C(F)(F)F)c3)c2c1	-0.7	-0.1	-2	5	1.4	-0.6	15	0.7	1	-2	-0.6
CNC(=S)Nc1ccc(Cc2ccncc2)cc1	-2.5	-0.9	-2	-1	1.1	0.3	-3	-0.4	0	-1	-1.0
COC(=O)c1cc(Br)ccc1NC(=O)Nc1ccccc1	-1.7	0.6	0	-5	-1.0	-0.5	-12	-2.1	-2	0	-1.4
C[C@H](NC(N)=O)C(=O)Nc1ccc(OCc2ccccc2)cc1	8.4	1.5	4	3	-0.1	1.9	-7	2.8	3	-2	-0.3
CCC(=O)N1CCc2cc(S(=O)(=O)CCC(=O)NCc3ccc4c(c3)OCO4)ccc21	0.7	0.1	2	3	0.0	-0.2	2	0.3	-5	4	-1.2
Cc1ccc(C2=N/C(=C\c3cccs3)C(=O)N2Nc2ccccc2)cc1	2.3	2.7	-2	-1	2.1	0.6	7	-1.7	1	-1	-0.9
CC(C)NC(=O)CCCOc1ccc(Cl)cc1Cl	2.0	0.7	6	3	1.2	1.5	-6	-1.5	2	1	-1.1
CSCCC(C(=O)Nc1c(C)cccc1C)n1c(-c2ccc(C(F)(F)F)cc2)nc2ccccc21 (centres undefined)	-2.0	·	-2	16	·	0.4	-10	1.0	-3	-1	-1.3
Cc1ccc2sc(NC(=O)CN3C(=O)c4ccccc4C3=O)nc2c1C	-1.5	-1.0	39	11	-0.4	-0.1	-7	-2.8	-2	8	-1.3
CCCCn1c(SCc2nc(N)nc(Nc3ccccc3C)n2)nc2ccccc2c1=O	-3.3	1.5	-12	-16	-0.2	0.0	21*	-2.2	0	-11	-1.4

Later entries.
SMILES	hgDAF12 agonist	GAA850 FXN act	NPR1 activator	sPLA2-III inh	DAX1 inh-1	DAX1 inh-2	ADAM10 inh	hcDAF-12 act	SMARCA2 act	NPR2 activator	ssDAF-12 act
c1ccc(C2(c3ccccc3)OCC(Cn3cncn3)O2)cc1 (centres undefined)	-2.5	0.9	-5	-2	0.4	1.2	1	-1.9	-1	-4	-1.0
COC(=O)[C@]12C[C@H](CC(=O)NCc3cccc4ccccc34)C(=O)N(CCC3=CCCCC3)C1=C[C@H](C(C)(C)C)O[C@@H]2C	-0.1	·	-1	-16	·	-0.4	-1	1.7	-1	2	-0.9
O=C(c1ccccc1)c1cnc(Nc2ccc(Cl)c(Cl)c2)s1	2.5	0.2	-1	7	0.5	0.1	-7	0.2	-2	2	0.4
COC1=CC(=O)OC(c2cccc(OC)c2)C1 (centres undefined)	1.6	·	3	4	·	-0.9	-8	-1.2	0	0	-1.1
O=C(COc1ccc(Cl)cc1Cl)NCc1ccco1	6.3	4.3	0	2	0.3	0.2	-4	0.3	4	-7	-1.1
O=C1NCCN1CCNS(=O)(=O)c1cc(C(F)(F)F)cc(C(F)(F)F)c1	0.1	1.1	1	-1	-0.3	-1.8	-6	1.1	-3	-2	-1.0
O=C(c1cnn2c(C(F)F)cc(C3CC3)nc12)N1CCc2ccccc2C1	-5.5	5.2	9	3	-1.5	-0.9	-50	-3.1	1	14	-1.6
O=C(Nc1ccccc1)OCCCCOC(=O)Nc1ccccc1	5.0	2.1	0	4	-1.4	-0.8	-16	-1.2	-2	-2	-1.3
Cc1cccc2[nH]c(SCC(=O)O)nc12	3.6	2.4	4	8	1.9	0.1	-11	-1.2	-5	1	-0.7
CC(=O)c1cccc(NC(=O)c2cc(C)no2)c1	1.7	2.3	7	-1	0.1	-0.8	-7	-1.6	2	7	-1.6
COc1cc(/C=C/c2cc[n+](C)cc2)ccc1OCC(=O)Nc1ccc(Cl)c(Cl)c1	-1.5	0.1	-5	-32	-0.6	-0.4	-32	-3.0	-4	2	-1.4

The order is random (roughly 6.6% active in at least one column).
